All columns: NCI-60 one-dose screen, growth in % after 48 h at 10 µM unless noted; 100 = growth as untreated, 0 = no growth, -100 = all killed.
786-0 = 786-0 renal cancer cells; hit rate 5.1% among 81,000
SF-268 = SF-268 CNS cancer cells. hit rate 3.1% among 82,000. AID 1794759
SF-295 = SF-295 CNS cancer cells. AID 1794758. hit rate 5.6% among 79,000
U251 = U251 CNS tumor cells; hit rate 5.4% among 80,000
SF-539 = SF-539 CNS cancer; hit rate 6.8% among 81,000; AID 1794752
SN12C = SN12C renal cancer cells | hit rate 3.8% among 81,000
DU-145 = DU-145 prostate cancer; AID 1794760; hit rate 4.2% among 81,000
PC-3 = PC-3 prostate cancer cells; hit rate 3.9% among 80,000
UO-31 = UO-31 renal cancer; hit rate 5.2% among 81,000
Starred values were filed as active, the others as inactive; . = no result given; & = joins results of further samples. Rule for the calls: active = growth percent below 10; inactive = the rest.

SMILES,786-0,SF-268,SF-295,U251,SF-539,SN12C,DU-145,PC-3,UO-31
CCNC(=O)c1ccc(Cl)cc1,96,100,91,93,98,98,108,95,81
CC(C)CCC[C@@H](C)[C@H]1CC[C@H]2[C@@H]3CCC4=C(Cl)C(=O)CC[C@]4(C)[C@H]3CC[C@]12C,103,100,106,100,102,97,105,98,92
COc1cc(-c2cc3ccc(O)cc3oc2=O)cc(OC)c1OC,102,110,108,94,92,93,122,69,79
FC(F)(F)c1ccc(-c2nnc3c4[nH]ccc4ncn23)cc1,103,98,98,101,100,93,107,97,79
Brc1cc(C2CCCCC2)ccc1OCCCN1CCOCC1,90,99,98,75,87,91,98,79,83
Cn1c(=O)cc(S)c2ccccc21,111,103,115,99,104,92,109,83,84
CCc1ccc2c(c1)N(CCO)C1=C(C(=O)OC1)C2c1cc(OC)c(OC)c(OC)c1 (stereo unspecified),20,22,-28*,11,-9.7*,29,-28*,27,35
Cc1ccc2[nH]c(=O)cc(N/N=C/c3ccccc3)c2c1,96,102,99,93,100,92,104,75,75
C=C(C)[C@@H]1CCC[C@]2(C(=O)O)CC[C@]3(C)[C@@H](CC[C@@H]4[C@@]5(C)C/C(=C/c6cccnc6)C(=O)C(C)(C)[C@@H]5CC[C@]43C)[C@@H]12,84,62,44,48,82,64,59,43,45
O=C(CSc1nnc(-c2ccc(NC(=O)c3cccnc3)cc2)o1)Nc1ccc(F)cc1,110,105,114,96,77,56,109,107,113
Nc1nc(SCc2ccccn2)c2ncn(C3OC(CO)C(O)C3O)c2n1 (stereo unspecified),88,97,104,96,111,96,112,91,82
O=c1oc2ccc(Br)cc2cc1/C(CS(=O)(=O)c1ccccc1)=N/Nc1ccccc1,101,87,84,87,99,97,111,95,77
CCCCN(CCO)CC(O)Cn1cnc2c(N)ncnc21 (stereo unspecified),103,102,99,97,99,98,107,102,82
CCC(=O)OC1=C(C)SC2=NC(c3ccc(Cl)cc3)=CC(c3cc(OC)c(OC)c(OC)c3)N21 (stereo unspecified),106,103,.,88,101,93,114,80,67
O=c1ncc(-c2ccc(C(F)(F)F)cc2)c(NC2CCCCCC2)[nH]1,77,62,3.0*,.,92,46,79,26,52
O=C(CC1c2ccccc2NC(=O)N1Cc1ccccc1)C1CC1 (stereo unspecified),98,96,96,102,95,103,106,90,81
Cc1nc2ccc(Cl)cn2c1C(=O)NCc1ccc(OCc2cn(Cc3ccc([N+](=O)[O-])cc3)nn2)cc1,87,91,88,95,89,79,110,76,55
O=C(O)/C=C\C(=O)Nc1ccc(N=Nc2ccccc2)cc1,99,100,112,120,99,85,112,93,76
COc1ccc2c(c1)NC(=O)CC2c1cc(OC)c2c(c1OC)OCO2 (stereo unspecified),93,99,82,90,91,86,98,88,90
O=c1[nH]c(=O)n(Cc2ccc(B(O)O)cc2)cc1F,109,101,104,104,106,106,110,104,90

Complete entries as entered above. Values in the order: 786-0, SF-268, SF-295, U251, SF-539, SN12C, DU-145, PC-3, UO-31
Listed for O=c1[nH]c(=O)n(Cc2ccc(B(O)O)cc2)cc1F : 109, 101, 104, 104, 106, 106, 110, 104, 90
Listed for CCc1ccc2c(c1)N(CCO)C1=C(C(=O)OC1)C2c1cc(OC)c(OC)c(OC)c1 (stereo unspecified) : 20, 22, -28*, 11, -9.7*, 29, -28*, 27, 35
Listed for CCNC(=O)c1ccc(Cl)cc1 : 96, 100, 91, 93, 98, 98, 108, 95, 81

More compounds
SMILES,786-0,SF-268,SF-295,U251,SF-539,SN12C,DU-145,PC-3,UO-31
O=[N+]([O-])c1ccc(N/N=C/C=C/c2ccccc2)nc1,95,104,108,98,123,105,121,102,100
CCC(=O)N/N=C/C=N/NC(=O)c1ccncc1,106,110,103,98,96,99,111,95,96
N=C(N)c1ccncc1,100,102,111,89,109,101,103,85,97
CCCCCOc1ccc(/C=N/Nc2cc(C)nc3ccc(Br)cc23)cc1,-91*,87,-85*,-65*,-84*,-89*,0.6*,27,-94*
CCOC(=O)C1=C(N)N(c2ccc(Cl)cc2)C(C(=O)OCC)=C(C(=O)OCC)C1c1cc(=O)[nH]c2ccccc12 (stereo unspecified),104,94,97,99,94,100,106,73,76
COc1ccc(-c2cnn(CC(O)CN3CCN(Cc4ccccc4)CC3)c2)cc1OC1CCCC1 (stereo unspecified),92,98,99,105,95,97,103,86,70
CCOC(CC)(OCC)OCC,104,101,103,106,104,100,105,97,89
Nc1[nH]nc2c1-c1nc3ccccc3n1C(N)N2 (stereo unspecified),104,104,102,100,94,96,103,90,88
O=C(NO)c1ccc2nc(CN(CCO)c3ccccc3)[nH]c2c1,104,101,94,85,86,88,97,98,85
CCCCN(CCCC)Cc1c(C)[nH]c2cc(OC)ccc2c1=O,105,96,98,98,110,104,106,85,81
COc1cc(-c2nc(SC(C)C)nc(N3CCOCC3)c2C#N)cc(OC)c1OC,79,100,95,88,89,94,101,92,56
CC(=O)c1c(C)c([N+](=O)[O-])c(C(C)(C)C)c([N+](=O)[O-])c1C,.,95,117,95,107,99,111,87,89
O=C(COc1cccc(-c2nc3sccn3c2-c2ccncn2)c1)c1ccccc1,109,90,103,104,101,92,101,94,69
C=C1c2nc3ccccc3n2C=C(c2ccccc2)N1Cc1ccc(Cl)cc1,85,125,101,92,104,106,132,.,66
CCOc1ccc2ccccc2c1C(Cc1ccccc1)NC (stereo unspecified),89,92,89,94,94,89,105,76,64
CC1(C)CC(OCCCC[P+](c2ccccc2)(c2ccccc2)c2ccccc2)CC(C)(C)N1O,-12*,3.5*,-56*,8.3*,12,4.7*,5.4*,-46*,-19*
N=c1cc(N)nc2n1NC(=O)c1ccccc1N2,101,114,98,104,94,108,119,85,79
CCOC(=O)c1nn(C2CCCCO2)c2ccc(NC(=O)CSc3nc4ccccc4c(=O)[nH]3)cc12 (stereo unspecified),91,90,98,97,82,87,102,105,80
Cc1[nH]c(=O)[nH]c(=O)c1/C=C/C(=O)O,100,105,101,99,105,102,110,104,91
COc1cc2cc(Oc3ccc(NC(=O)Nc4ccc(Cl)c(C(F)(F)F)c4)cc3)c(C)nc2cc1OCCN(C)C,75,88,69,92,86,90,88,77,73

Three compounds already listed, sorted by length of the SMILES, falling:
SMILES,786-0,SF-268,SF-295,U251,SF-539,SN12C,DU-145,PC-3,UO-31
COc1cc(-c2nc(SC(C)C)nc(N3CCOCC3)c2C#N)cc(OC)c1OC,79,100,95,88,89,94,101,92,56
O=C(NO)c1ccc2nc(CN(CCO)c3ccccc3)[nH]c2c1,104,101,94,85,86,88,97,98,85
CCOc1ccc2ccccc2c1C(Cc1ccccc1)NC (stereo unspecified),89,92,89,94,94,89,105,76,64

(further entries)
SMILES,786-0,SF-268,SF-295,U251,SF-539,SN12C,DU-145,PC-3,UO-31
Cc1nc(Nc2ccccc2C)c2cnn(C)c2n1,112,116,103,109,101,107,136,90,70
CCCCOC(=O)c1ccc(O)cc1,95&106&82,90&104&78,98&97&111,97&107&74,91&106&89,110&100&84,102&113,92&101,87&83&59
CSc1nc(C)c(Br)c(N)n1,107,110,106,108,119,102,128,108,100
COc1ccc(/C=C2\Oc3cc(OCC(=O)c4ccc([N+](=O)[O-])cc4)ccc3C2=O)cc1OC,90,98,108,99,106,100,113,85,92
COc1cc(C2c3cc(OS(=O)(=O)c4ccc(C)cc4)c(OC)cc3CC3C(=O)OCC32)ccc1OS(=O)(=O)c1ccc(C)cc1 (stereo unspecified),103&98,112&95,110&103,96&93,123&99,94&99,123&108,94&83,77&89
CCOc1c(C#N)c(Nc2ccc(S(N)(=O)=O)cc2)c(C#N)c(=O)n1CC(=O)c1ccccc1,111,102,108,100,108,96,105,97,93
C=C(C)C1CCC2(C(=O)O)CCC3(C)C(CCC4C5(C)CCC(OC(=O)NCc6ccccc6)C(C)(C)C5CCC43C)C12 (stereo unspecified),45,65,42,41,54,42,56,41,40
Cc1ccc(-c2nc(-c3ccc(-c4nc5ccc(F)cc5[nH]4)cc3)no2)cc1,107,98,101,93,97,96,94,87,91
COc1cc2c(cc1OC)C1c3ccccc3NC(=O)N1CC2 (stereo unspecified),101,94,100,97,94,101,106,92,85
COC(=O)C1C2CC(=O)C(C2)C1C(=O)OC (stereo unspecified),100&104,99&102,99&103,102&99,102&108,100&95,114&109,97&94,84&93
C/C(=N\NC(=O)CSc1nc2ccccc2c(=O)n1CCc1ccc(S(N)(=O)=O)cc1)c1ccc(Br)cc1,50,99,90,8.3*,83,92,99,45,78
CCOC(=O)C[n+]1cccc(Br)c1,100,110,102,96,103,98,108,93,86
N=C(N)c1ccc(-c2ccc(-c3ccc(Cl)c(Cl)c3)o2)nc1,-75*,98,-70*,-57*,39,-73*,-18*,65,-92*
O=c1cc(O)cc[nH]1,97,105,.,100,98,101,113,97,85
O=S(=O)(Oc1ccc(-c2cn3ccsc3n2)cc1)c1cc(C(F)(F)F)cc(C(F)(F)F)c1,102,102,95,98,99,98,109,90,84
CC/C(=N/O)c1ccc(O)cc1O,111,103,101,100,93,95,102,102,85
C=C1C(=O)C2CCC1C2 (stereo unspecified),93,89,102,109,105,104,98,105,82
C/C(=N\N1C(=O)c2ccccc2NC1c1ccccc1Br)c1c(O)cc(C)oc1=O (stereo unspecified),94&101,101&100,104&105,100&96,95&106,101&99,109&108,89&89,89&85
N=c1c2c(=N)n3c(nc2nc2sc4cc(Cl)ccc4n12)sc1cc(Cl)c(Cl)cc13,111,113,90,111,89,83,105,101,78
O=C1c2ccccc2C(O)(c2ccc(Cl)cc2)c2ccc(Cl)cc21 (stereo unspecified),98,88,89,103,95,102,.,71,78
Cc1c(-c2ccccc2Br)nc2ccccc2c1C(=O)O,102,104,107,97,110,114,107,102,90
Clc1ccc(-c2cc(-n3nnnc3-c3ccccc3)no2)cc1,99,97,113,101,92,96,120,106,81
C[C@H]1[C@H](/C=C/c2ccccc2)[C@H]1CCO,103,99,96,97,95,91,111,95,80
COc1ccc(/C=C/C(=O)c2c(C)oc3nc[nH]c(=O)c23)cc1,100,89,103,96,98,92,87,97,89
Cc1ccc(S(=O)(=O)N(CCCc2c(C)nc[nH]c2=O)c2ccccc2)cc1,104&107,99&104,102&131,104&104,107&102,104&92,111&122,100&97,81&80
Cc1ccc(OCC(O)CN2CCN(c3cccc(Cl)c3)CC2)cc1 (stereo unspecified),107,97,107,99,106,98,112,90,84
CCCCCCOC(=O)N1CCN(c2ccccc2)CC1,87,109,102,99,92,86,113,93,78
CC(C)OC(CCCl)c1ccc(Cl)cc1 (stereo unspecified),98,106,.,100,94,108,112,109,93
COCCn1cc(-c2nc(-c3ccsc3)cs2)c2cc(Br)ccc21,96,100,79,83,82,93,99,.,93
Cc1cc(C(C)(C)C)c(O)c(C(C)(C)C)c1,113&99,106&104,104&97,100&98,104&107,104&111,118&104,126&91,90&89
COc1cc(/C=C/C(=O)c2c(C)nc3ccccc3c2C)ccc1OCCCOc1cc2c(cc1OC)C(=O)N1CCC[C@H]1C=N2,-48*,-48*,-48*,-66*,-87*,10,.,-16*,14

Source: PubChem
